Screening results: PubChem BioAssay, National Center for Advancing Translational Sciences (NCATS)
GLP-1R agonist = qHTS of GLP-1 Receptor Agonists. HEK293 GLP-1R CRE-luciferase, luminescence, 4-6 h; cells express a hypersensitive GLP-1R form. Potency, µM (top dose mostly 45.6 µM), without a hit: at the top dose activation, actives largely listed as activators. 380,000 tested, 0.007% active; note: % of control where 0% means no effect
Target sequence (P43220 whole entry, looked up): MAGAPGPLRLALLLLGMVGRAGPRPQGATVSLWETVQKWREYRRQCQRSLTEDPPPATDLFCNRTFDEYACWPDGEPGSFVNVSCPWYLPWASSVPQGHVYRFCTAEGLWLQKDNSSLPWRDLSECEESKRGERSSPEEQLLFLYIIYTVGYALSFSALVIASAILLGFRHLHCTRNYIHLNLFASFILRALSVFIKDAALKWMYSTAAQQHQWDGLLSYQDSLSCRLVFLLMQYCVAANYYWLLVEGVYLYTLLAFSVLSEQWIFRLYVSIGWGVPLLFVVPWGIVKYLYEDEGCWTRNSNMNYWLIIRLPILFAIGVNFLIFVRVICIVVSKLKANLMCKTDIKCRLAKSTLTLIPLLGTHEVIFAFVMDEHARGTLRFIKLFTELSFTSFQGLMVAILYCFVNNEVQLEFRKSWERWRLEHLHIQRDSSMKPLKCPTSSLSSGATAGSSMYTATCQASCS
KB-V1 cytotox = qHTS assay for MDR1-selective chemotherapeutics: Primary screen using the drug-selected MDR subline cells KB-V1; KB-V1 MDR cells viability, CellTiter-Glo, 72 h; Potency, µM (top dose mostly 46.1 µM), for inactives: top-dose activity change, negative = cytotoxicity, usual class: cytotoxic; 400,000 tested, 3.4% active; AID 1347076, 2019; note: % is set by controls: 0 for no effect and ±100 for the full control effect; nearly all actives have a fitted effect of over 60% in size
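In this primary screen, KB-V1 cells overexpressing P-gp are incubated with library compounds (lowest to highest concentration) for 72 h at 37 degrees C before a luminescent ATP viability read.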
GLP1R inv ag = qHTS of GLP-1 Receptor Inverse Agonists (Inhibition Mode). Glucagon-like peptide 1 receptor (Homo sapiens), P43220. HEK293 GLP-1R CRE-luciferase, luminescence, 24 h; GLP-1R form is constitutively active. Potency, µM (top dose mostly 38.3 µM), inactives show at the highest dose activity change, negative = inhibition, most hits filed as inhibitors. 410,000 tested, 1.6% active. AID 624417, 2012; note: % is set by controls: 0 for no effect and ±100 for the full control effect; nearly all actives have a fitted effect of over 55% in size
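qHTS in 1536-well format: reporter HEK293 cells expressing constitutive GLP-1R activity in DMEM + 10% Nu serum, 24 hr with compounds at 37 deg C, luminescence read after 12 min with detection reagent.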
HEK293 tox = qHTS of GLP-1 Receptor Inverse Agonists: Cytotox Screen; 410,000 tested, 0.13% active; AID 624418, 2012; Potency, µM (doses to about 38.3 µM), inactives show at the highest dose activity change, negative = inhibition, usual class: inhibitors; HEK293 cAMP-luciferase reporter cells, luminescence, 24 h;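 note: loss of luciferase light is scored as toxicity; % is set by controls: 0 for no effect and ±100 for the full control effect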
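Quantitative HTS format, 1536 wells, 200 cells/uL seeded. Compounds: 23 nL, 24 h, 37 °C. Detection: luciferase reagent, luminescence at 12 min RT; decreased signal taken as cytotoxic.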
TDP43 rescue = qHTS of TDP-43 Inhibitors | 410,000 tested, 1.8% active | TDP-43 expressing yeast growth rescue, BacTiter-Glo, 24 h | Potency, µM (highest dose often 46.1 µM), for the others: at the top dose growth rescue (activation), hits mostly activators | AID 652104, 2013; note: % of control where 0% means no effect; nearly all actives have a fitted effect of over 50% in size
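Yeast expressing TDP-43 (pregrown in raffinose, seeded at OD600=0.02 in galactose medium) exposed to compounds 24 hr at 30 deg C. Growth read by BacTiter-Glo luminescence; rescue of toxicity appears as increased signal.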
HT1080 IDH1KD tx = qHTS for induction of synthetic lethality in tumor cells producing 2HG: qHTS for the HT-1080-IDH1KD cell line; HT-1080 IDH1 knockdown viability, ATP luminescence, 48 h; 360,000 tested, 2% active; Potency, µM (titrated, usually from 46.1 µM), for the others: at the top dose activity, negative = toxicity, usual class: cytotoxic;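 note: 0% = DMSO wells and -100% = cell-free medium wells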
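IDH1KD HT-1080 cells, 750/well, RPMI + 5% FBS; compound pinned after 2 h settling; 48 h, 37 °C; CellTiter-Glo luminescence; % activity normalised to DMSO and no-cell wells; curves fitted, classed by r2 and efficacy.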
KB-3-1 tox = qHTS assay for MDR1-selective chemotherapeutics: Primary screen using the parental adenocarcinoma cell KB-3-1 | KB-3-1 viability, CellTiter-Glo ATP luminescence, 72 h | Potency, µM (doses to about 46.1 µM), for inactives: at the top dose activity change, negative = cytotoxic, most hits filed as cytotoxic | 400,000 tested, 1.4% active | AID 1347075, 2019; note: % is set by controls: 0 for no effect and ±100 for the full control effect; nearly all actives have a fitted effect of over 60% in size
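Cytotoxicity in the drug-sensitive parental line KB-3-1 was scored as loss of CellTiter-Glo luminescence following 72 h incubation with compound. Values come from curve fitting of normalized concentration-response data.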
HT1080NT lethal = qHTS for induction of synthetic lethality in tumor cells producing 2HG: qHTS for the HT-1080-NT fibrosarcoma cell line | HT-1080-NT fibrosarcoma viability, CellTiter-Glo ATP luminescence, 48 h | Potency, µM (highest dose often 46.1 µM), for the others: top-dose activity, negative = less viability, most hits filed as cytotoxic | 360,000 tested, 1.6% active;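 note: NT is the 2HG producing partner of a matched IDH1 knockdown line; 0% = DMSO-treated cells and -100% = media-only wells without cells; nearly all actives have a fitted effect of over 55% in size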
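Luminescent CellTiter-Glo readout after 48 hours of compound exposure at 37 degrees C defined viability of HT-1080-NT cells. Activity was normalized to DMSO wells and cell-free media wells; concentration-response curves were fitted and assigned curve classes.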
SW480 rerep = A quantitative high throughput screen for small molecules that induce DNA re-replication in SW480 colon adenocarcinoma cells; SW480 DNA re-replication, Hoechst DNA content imaging, 48 h; Potency, µM (series often up to 46.1 µM), for inactives: top-dose re-replication activation, usual class: activators; 340,000 tested, 1.8% active; AID 624297, 2012; note: % of control where 0% means no effect; nearly all actives have a fitted effect of over 55% in size
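Image-based DNA-content assay: after two days of treatment, nuclei were labelled with the DNA dye Hoechst and imaged, and hits were compounds raising the count of nuclei showing high fluorescence intensity.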
* hit, by the source's call; u = inconclusive; x = no result given; & = joins results of further samples; [ ] = another dose, or the depositor's remark. Calls come from the whole dose curve; as a rule, active = well fitted curve in the direction sought with a large enough effect; inconclusive = small, poorly fitted or top-dose-only effect, or another doubt; inactive = no such curve, though single readings can be large; an effect the other way counts as inactive or inconclusive. Potency is the fitted concentration of half-maximal effect.

Below each SMILES – GLP-1R agonist	KB-V1 cytotox	GLP1R inv ag	HEK293 tox	TDP43 rescue	HT1080 IDH1KD tx	KB-3-1 tox	HT1080NT lethal	SW480 rerep
Cc1ccc(N(Cc2ccccc2)C(=O)c2cc(S(=O)(=O)N3CCOCC3)ccc2F)cc1
    -6%	9.2µM*	u	-15%	19%	12%	1%	22%	-1%
COc1ccc(CCC(=O)OCC(=O)N2CCN(S(=O)(=O)c3ccc(C)cc3C)CC2)cc1
    3%	u	-6%	18%	-8%	-4%	18%	-6%	-4%
Cc1ccc2c(c1)c1c(n2CC(O)CNC2CCCCC2)CCCC1 (stereo not given)
    -3%	u	u	u	6%	16µM*	u	21µM*	3%
Oc1ccccc1OCC(O)c1ccccc1 (stereo not given)
    -1%	-1%	-15%	-14%	22%	3%	-8%	5%	4%
CC(C)CNC(=O)c1cc2nc3c(c(C(F)(F)F)n2n1)CCc1ccccc1-3
    1%	7%	3%	-8%	-1%	18%	-1%	u	-8%
O=C(NCCc1ccc(Cl)cc1)c1nnc(Cc2ccc(Cl)cc2)o1
    3%	-1%	-25%	9%	11%	5%	3%	-12%	0%
O=S(=O)(c1ccc2ncn(O)c2c1)N1CCOCC1
    0%	u	7%	-4%	x	-2%	-66%	-18%	u
CCCCC(=O)N(C)c1c(CC)nc2c(OCc3ccc(C#N)cc3)cccn12
    2%	u	3%	-1%	10%	2%	12%	0%	x
COc1cc(NC(=O)CN2C(=O)CCc3cc(Br)ccc32)cc(OC)c1OC
    11%	-1%	-24%	0%	16%	x	0%	x	x
OCCN1CCN(c2ncnc3c2c(-c2ccccc2)cn3-c2ccc(F)cc2)CC1
    7%	-17%	-11%[0.307 µM]	0%[0.307 µM]	-6%	18µM*	7%	u	-5%
COc1ccccc1N1C(=O)C2C(C(=O)c3ccccc3)=NN(c3ccc(Br)cc3)C2C1=O (stereo not given)
    5%	u	15%	95%[activator]	-17%	-9%	0%	-20%	u
O=C(COc1ccccc1[N+](=O)[O-])Nc1cc(C(=O)O)cc(C(=O)O)c1
    0%	34%	4%	-3%	8%	6%	6%	5%	-4%
CC(NCc1cccs1)c1ccccc1 (stereo not given)
    -5%	-5%	5%	5%	15%	22%	-1%	19%	5%
COc1ccc(N(CC(=O)Nc2cc(Cl)ccc2C)S(=O)(=O)c2c(C)noc2C)cc1
    11%&-4%	u	u	-27%&-24%	8%&1%	u	5.8µM*	5.8µM*	-3%
O=C(CCNC(=O)c1ccco1)NCCN1C(=O)S/C(=C\c2ccc(F)cc2)C1=O
    -3%	16%	5%	3%	10%	-7%	8%	-2%	1%
C/C(Cn1nnc([N+](=O)[O-])n1)=N\NC(=O)c1cccc(Cl)c1
    -6%	5%	0%	-16%	21%	u	-19%	u	-7%
CCOc1ccc(-n2c(=O)c3c(C)c(C)sc3n(CC(=O)Nc3ccc(CC)cc3)c2=O)cc1
    x	-44%	-9%	-7%	1%	x	10%	x	x
O=C(CN1C(=O)/C(=C/c2ccccc2Cl)SC1=S)NC1CCS(=O)(=O)C1 (stereo not given)
    -2%	3%	19%	-3%	4%	-5%	2%	-14%	-14%
Cc1ccc2[nH]c3c(N4CCOCC4)ncnc3c2c1
    21%	0%	11%	-10%	-6%	u	-16%	-29%	-6%
CCNC(=S)N1CCN(S(=O)(=O)/C=C/c2ccccc2)CC1
    5%	u	u	-6%	-27%	-10%	-8%	3%	5%
COc1ccc(C)cc1NC(=O)C(NS(=O)(=O)c1cccs1)c1ccccc1 (stereo not given)
    x	-2%	4%	-6%	17%	x	7%	x	x
Cc1cc(NC(=O)c2ccccc2)cc(NC(=O)c2ccccc2)c1C
    2%	-4%	-13%	-1%	-12%	7%	-9%	-2%	2%
Cn1c(=O)[nH]c(=O)c2c1nc(Br)n2C/C=N/NC(=O)c1ccccc1
    2%	2%	8%	0%	-20%	-4%	8%	10%	u
CCN1C(=O)CC(N2CCC(C(=O)N3CCOCC3)CC2)C1=O (stereo not given)
    -3%	-4%	-7%	-12%	-3%	12%	18%	8%	-3%
Cc1ccc(CNC(=O)c2ccc(N3CCC4(CC3)CC(c3cccc(Br)c3)=NO4)c(NC(=O)c3cccc(C)c3)c2)cc1
    -1%	-20%	-4%	7%	-10%	11%	7%	16%	2%
CCOC(=O)c1c(-c2ccc(C)cc2)csc1NC(=O)CCN1CCOCC1
    1%	u	u	5%	4%	11%	-22%	-2%	-52%[inhibitor]
CCCCOC(=O)C1=C(C)Nc2nnnn2C1c1ccccc1Cl (stereo not given)
    8%	u	u	-20%	9%	u	-24%	u	-3%
NC(=O)c1ncc(C(F)(F)F)cc1Oc1cccc(C(F)(F)F)c1
    -6%	18%	u	6%	18%	-1%	-1%	0%	0%
O=C(N/N=C/c1ccco1)c1ccccc1OCc1ccccc1Cl
    -3%	3%	u	-11%	0%	-10%	3%	-8%	-6%
Cc1oc2ccc(OCc3cccc(Cl)c3)cc2c1C(=O)O
    -2%	1%	0%	1%	2%	11%	13%	12%	6%

Shown in markdown: entries from further up.
| SMILES | GLP-1R agonist | KB-V1 cytotox | GLP1R inv ag | HEK293 tox | TDP43 rescue | HT1080 IDH1KD tx | KB-3-1 tox | HT1080NT lethal | SW480 rerep |
| --- | --- | --- | --- | --- | --- | --- | --- | --- | --- |
| CC(NCc1cccs1)c1ccccc1 (stereo not given) | -5% | -5% | 5% | 5% | 15% | 22% | -1% | 19% | 5% |
| COc1ccc(N(CC(=O)Nc2cc(Cl)ccc2C)S(=O)(=O)c2c(C)noc2C)cc1 | 11%&-4% | u | u | -27%&-24% | 8%&1% | u | 5.8µM* | 5.8µM* | -3% |
| O=C(CCNC(=O)c1ccco1)NCCN1C(=O)S/C(=C\c2ccc(F)cc2)C1=O | -3% | 16% | 5% | 3% | 10% | -7% | 8% | -2% | 1% |
| C/C(Cn1nnc([N+](=O)[O-])n1)=N\NC(=O)c1cccc(Cl)c1 | -6% | 5% | 0% | -16% | 21% | u | -19% | u | -7% |

(listing goes on)
Below each SMILES – GLP-1R agonist	KB-V1 cytotox	GLP1R inv ag	HEK293 tox	TDP43 rescue	HT1080 IDH1KD tx	KB-3-1 tox	HT1080NT lethal	SW480 rerep
O=C(CS(=O)CC(=O)N(CC(=O)NC1CCCC1)C1CCCC1)Nc1ccc(F)cc1 (stereo not given)
    -7%	-15%	-2%	1%	-12%	-24%	0%	13%	0%
Nc1ccn([C@@H]2O[C@H](C(=O)NCc3ccc4c(c3)OCO4)[C@@H](O)[C@H]2O)c(=O)n1
    -5%	-29%	6%	-5%	-8%	-2%	0%	-5%	x
COc1ccc(/C=C/C(=O)NCCn2c(C)cc3ccccc32)cc1OC
    23%	2%	-15%	-16%	u	-7%	1%	-14%	u
O=C(Nc1ccc2c(c1)OCO2)c1cnn2c1NC(c1ccco1)CC2C(F)(F)F (stereo not given)
    -5%	5%	-1%	8%	10%	u	16%	-27%	-1%
COc1cccc(NC(=O)CN2CCN(c3nc(-c4cccc(OC)c4)cs3)CC2)c1
    -3%	u	10µM*	1%	17%	-7%	-5%	-13%	15%
Cc1nc(C(F)(F)F)ccc1C(=O)N1CCC1(C)C(=O)NCc1cccs1 (stereo not given)
    -5%	0%	18%	2%	-7%	27%	-8%	4%	x
CC(C)(C)OC(=O)N1CCCN(C(=O)Nc2ccccc2)CC1
    4%	-16%	-4%	0%	17%	20%	-19%	13%	-7%
C=CCOc1cccc(C(=O)/C=C2/C(=O)Nc3ccccc32)c1
    -3%	18%	u	u	11%	u	u	18µM*	u
CCOC(=O)C1Nc2ccc(OC(F)(F)F)cc2C2C=CCC12 (stereo not given)
    -2%	-3%	5%	3%	-17%	-10%	2%	-5%	14%
COC1=CC(=O)OC(c2cccc([N+](=O)[O-])c2)C1 (stereo not given)
    x	2%	13%	6%	9%	-4%	3%	2%	x
Nc1c(N(Cc2ccccc2)C(=O)CCc2ccccc2)c(=O)[nH]c(=O)n1Cc1ccccc1
    -1%	-8%	4%	-5%	-12%	3%	1%	-2%	-3%
CC(C(=O)Nc1ccc(Cl)cc1)N(C)Cc1cccs1 (stereo not given)
    14%	-5%	u	11%	-22%	6%	0%	-12%	1%
COc1ccc2oc(C(=O)OC(C)C(=O)N3CCC(C)CC3)c(C)c2c1 (stereo not given)
    2%	u	u	-4%	4%	-5%	1%	-3%	1%
O=C1N=C2SCCN2/C1=C\c1ccccc1Cl
    -9%	3%	4%	-4%	-6%	10%	-1%	14%	-2%
COc1ccc(CNC(=O)C(C)Sc2nc(-c3ccccc3)cc(C(F)(F)F)n2)cc1 (stereo not given)
    -2%	-11%	16%	1%	0%	x	-9%	x	x
CN(C)S(=O)(=O)c1cccc(NC(=O)CN2C(=O)NC(Cc3c[nH]c4ccccc34)C2=O)c1 (stereo not given)
    2%	0%	2%	1%	0%	-6%	8%	2%	70%
Cc1ccc(C2=NCCNC2=O)c(C)c1
    0%	15%	0%	5%	-8%	-4%	7%	4%[9.24 µM]	1%
